Screening results as filed in PubChem BioAssay.
FAS-TE inh – FAS thioesterase domain inhibitors, primary screen, biochemical, fluorescence intensity, uHTS | recombinant FAS-TE, OMFH fluorogenic substrate, fluorescence endpoint | inhibition, % at 15 µM | 360,000 tested, 0.67% active | AID 602261, 2012;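 active = compounds whose normalised, plate-corrected inhibition of enzyme fluorescence in the single-dose primary screen is 50% or more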;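 also: 0% = DMSO with enzyme and 100% = substrate without enzyme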
SKN-1 inh – suppressors of acrylamide-induced Pgst-4::GFP reporter in worms, primary screen, SKN-1 inhibitor project, whole organism, uHTS, GFP/RFP fluorescence ratio, strain VP596; AID 624304, 2012; inhibition, % at 21.8 µM; 360,000 tested, 0.49% active; C. elegans VP596 Pgst-4::GFP/RFP ratio, 24 h;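 active = interference check ratio from 0.5 to 1.5 plus GFP to RFP signal ratio inhibition reaching or exceeding a fixed threshold, cut at about 30% in these data, passing the limit was not always enough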; also: some compounds called inactive have numbers as strong as hits
MT1-MMP act inh – blockers of MT1-MMP proenzyme processing, primary screen, HT1080 RFP-PRO-GFP cells, GFP/RFP fluorescence | GFP/RFP ratio fluorescence, overnight; percent of plate control window, DMSO zero | GFP/RFP ratio change, % at 20 µM | 360,000 tested, 0.061% active | AID 651647, 2012;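 active = GFP/RFP ratio change of at least 30% with cell ATP level not reduced by more than half and red fluorescence within 50% of control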; also: strong numbers were not always called active
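Test system: HT1080 RFP-PRO-GFP cells; Benchmarks: DMSO and RFP-L50D-GFP cell wells; Timing: cells overnight before dosing, compound overnight, 37 °C, 5% CO2; Compound: one 20 µM compound dose with 1% DMSO; Read-out: GFP/RFP fluorescence ratio.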
CendR NRP1 mod – modulators of CendR peptide binding to NRP-1, primary screen, biochemical, fluorescence polarization, uHTS; Neuropilin-1 (Homo sapiens), O14786; FAM-RPARPAR peptide binding to NRP-1; inhibition, % at 25 µM; 360,000 tested, 0.85% active;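 active = inhibition or corrected inhibition above about 18%, plus a signal ratio from 0.5 to 1.5, limit read from the data, passing the limit was not always enough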; also: strong numbers were not always called active
eLon inh – inhibitors of E. coli Lon protease, primary screen, biochemical, fluorescence polarization | P0A9M0 | purified E. coli Lon protease | inhibition, % at 7.94 µM | 360,000 tested, 0.42% active; in the data active = inhibition above about 13%, passing the limit was not always enough;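 also: 0% = enzyme with probe and DMSO and 100% = no enzyme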
Target sequence (P0A9M0 whole entry, looked up): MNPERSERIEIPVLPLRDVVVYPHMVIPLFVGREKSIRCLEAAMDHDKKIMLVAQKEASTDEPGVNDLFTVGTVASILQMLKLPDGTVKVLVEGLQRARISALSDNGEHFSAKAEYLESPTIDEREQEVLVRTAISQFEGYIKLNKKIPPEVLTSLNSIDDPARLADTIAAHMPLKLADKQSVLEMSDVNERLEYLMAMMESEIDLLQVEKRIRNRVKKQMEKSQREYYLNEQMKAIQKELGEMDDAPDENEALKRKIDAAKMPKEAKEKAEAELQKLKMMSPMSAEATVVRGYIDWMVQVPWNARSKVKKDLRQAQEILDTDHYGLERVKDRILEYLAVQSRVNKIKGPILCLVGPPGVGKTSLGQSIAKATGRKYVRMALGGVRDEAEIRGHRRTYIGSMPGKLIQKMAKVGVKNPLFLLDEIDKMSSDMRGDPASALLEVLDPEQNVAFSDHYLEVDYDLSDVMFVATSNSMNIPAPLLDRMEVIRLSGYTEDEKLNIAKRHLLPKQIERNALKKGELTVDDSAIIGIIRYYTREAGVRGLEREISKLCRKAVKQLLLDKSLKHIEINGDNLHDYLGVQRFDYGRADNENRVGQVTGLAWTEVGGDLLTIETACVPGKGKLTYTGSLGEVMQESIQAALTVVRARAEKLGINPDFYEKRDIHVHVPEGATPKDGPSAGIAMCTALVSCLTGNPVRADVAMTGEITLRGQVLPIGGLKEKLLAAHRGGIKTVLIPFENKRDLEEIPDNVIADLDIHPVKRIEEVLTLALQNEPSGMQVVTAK
Rin1-Abl PPI inh – inhibitors of Rin1-Abl protein binding, primary screen, biochemical, TR-FRET. Tyrosine-protein kinase ABL1 (Homo sapiens) + Ras and Rab interactor 1 (Homo sapiens), …. inhibition, % at 7.35 µM. 360,000 tested, 0.4% active. AID 588664, 2011; in the data active = inhibition above about 5%, passing the limit was not always enough
Neddylation inh – inhibitors of cullin neddylation, primary screen, biochemical, TR-FRET, uHTS, NAE and Ubc12; NEDD8-conjugating enzyme Ubc12 (Homo sapiens) + NEDD8-activating enzyme E1 regulatory …; calls only at 25 µM; 360,000 tested, 0.58% active; AID 651699, 2012; in the data active = inhibition above about 36%
MsrA act – bovine MsrA enzyme activators, primary screen, biochemical, absorbance, HTS; Methionine sulfoxide reductase A (Bos taurus); purified bovine MsrA, absorbance read-out; activation, % at 10.6 µM; 360,000 tested, 0.3% active; in the data active = activation above about 7.5%;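 also: 0% = vehicle and 100% = reference activator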
PABP1 MLLE inh – inhibitors of PABP1 MLLE–PAM2 peptide binding, primary screen, biochemical, fluorescence polarization, FITC-PAM2, GST-MLLE; Polyadenylate-binding protein 1 (Homo sapiens), P11940; 360,000 tested, 0.36% active; inhibition, % at 20 µM; in the data active = inhibition above about 35%, passing the limit was not always enough;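 also: plate controls were DMSO wells with GST-MLLE for no effect and wells lacking GST-MLLE protein for full effect; some results filed as inactive read as strong as hits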
* marks the source's active call; other numbers are inactive results; i = inactive; nt = not tested or not shown. Rows are unselected; 4% or so of the library scored in one or more.

SMILES	FAS-TE inh	SKN-1 inh	MT1-MMP act inh	CendR NRP1 mod	eLon inh	Rin1-Abl PPI inh	Neddylation inh	MsrA act	PABP1 MLLE inh
O=C(COC(=O)C1(c2ccccc2F)CCCC1)NC1CCS(=O)(=O)C1 (configuration not stated)	-1.1	21.9	-3.0	17.0	0.2	0.5	i	1.8	-20.2
Cc1n[nH]c(=S)n(NC(=O)/C=C/C(=O)Nn2c(=S)[nH]nc(C)c2=O)c1=O	-10.3	-0.3	-9.1	-3.9	-68.6	-2.4	i	-2.4	9.6
COc1ccc(CCC(=O)Nc2ccc(Cn3ccnc3)cc2)cc1	-1.9	-11.2	4.1	0.1	-11.7	-1.1	i	-1.6	5.6
CCCc1cc(=O)[nH]c(SCC(=O)N2CCN(S(=O)(=O)c3ccccc3)CC2)n1	-1.3	3.8	10.5	3.0	1.2	0.4	i	-4.7	8.0
O=C(O)C(Cc1ccc(O)cc1)N1C(=O)C2CCCCC2C1=O (configuration not stated)	-2.8	0.1	-1.9	-6.3	2.3	-4.2	i	-3.4	-2.0
Cc1ccc(N2CC(C(=O)N/N=C/c3cccc([N+](=O)[O-])c3)CC2=O)cc1 (configuration not stated)	5.0	-1.6	1.2	4.4	3.4	-4.5	i	-0.4	-19.8
O=S(=O)(c1ccc(-c2nnc(SCc3nnc(-c4ccccc4)o3)o2)cc1)N1CCCC1	-12.9	4.5	4.9	-10.7	-8.2	5.0	i	-4.6	-114.3
COc1ccc2oc(-c3ccc(C)c(NC(=O)c4ccc(N5CCOCC5)c([N+](=O)[O-])c4)c3)nc2c1	13.0	9.1	-0.1	-3.6	-21.1	-2.1	i	-6.6	5.2
Cc1ccccc1-c1nc(-c2ccc(NC(=O)c3ccc(Br)o3)cc2)no1	30.7	-12.3	-6.0	-0.4	-5.1	-2.2	i	-8.7	-3.6
O=C(CSc1ncc(-c2ccc(F)cc2)[nH]1)Nc1cccc(O)c1	-3.4	-2.1	5.1	-15.4	0.9	4.7	i	-1.0	18.9
CCOC(=O)c1cc(-c2ccccc2)n(CC(=O)Nc2cccc(OC)c2)c1C	4.8	22.1	-1.8	-5.5	-4.6	-2.8	i	-2.6	6.3
CCOC(=O)c1c(-c2ccccc2)c[nH]c1C	-3.9	5.4	-0.6	-0.1	-0.2	1.7	i	-10.6	-9.5
Cc1cccc(NC(=O)c2cccc(C(F)(F)F)c2)c1	19.0	11.2	3.0	4.4	-3.5	5.8	i	-7.3	2.5
C[C@@H]1CN([C@@H](C)CO)C(=O)c2cc(Br)cnc2O[C@@H]1CN(C)C(=O)Nc1ccc(F)cc1	-4.6	3.4	-2.0	-18.1	0.6	-1.5	i	-0.8	-9.2
O=C(CSc1nc(O)c(C2CCCCC2)c(=O)[nH]1)NCC1CCCO1 (configuration not stated)	-4.4	31.2*	-3.0	2.3	4.1	3.2	i	-7.6	10.6
CC(=O)NCC1CCCN(Cc2cn(-c3ccccc3F)nc2-c2cc(C)sc2C)C1 (configuration not stated)	-4.7	-7.0	2.4	-14.4	-12.7	-1.7	i	-1.9	1.2
CCOC(=O)C1(Cc2cccc(F)c2)CCN(Cc2ccon2)CC1	-0.6	2.2	-0.6	30.4*	-7.2	1.4	i	-2.3	-9.9
COC(=O)c1ccc(C(=O)Nc2ccc(F)cc2)cc1	-0.7	-1.4	5.1	-0.9	10.0	1.1	i	-1.8	-0.5
COc1ccc(-n2c(Cc3cccn3C)nnc2SCC(=O)Nc2ccc(C(C)=O)cc2)cc1	4.7	5.1	0.8	1.0	2.1	2.2	i	-0.1	-3.2
O=C(Nc1ccon1)c1ccc(N2CCCCC2)c([N+](=O)[O-])c1	2.9	9.6	1.2	7.7	-3.0	-3.5	i	-1.9	2.3
C=CCSc1nnc(NC(=O)c2ccc(NC(C)=O)cc2)s1	-0.6	1.0	3.4	3.9	-7.3	0.9	i	-2.7	-0.5
CC1(C)CC(=O)C/C(=N/NC(=O)COc2ccc3ccccc3c2Br)C1	3.6	-5.0	2.3	-8.6	4.2	-10.8	i	-3.6	-9.1
CC(=O)c1cccc(NC(=O)NCc2ccco2)c1	-6.1	-19.4	-3.7	-7.0	-1.7	-4.3	i	-7.2	-6.0
C/C(=N\NC(=O)c1cc(-c2ccc(C)s2)nc2ccccc12)c1cccnc1	5.7	15.7	1.6	-2.7	-8.2	2.4	nt	-1.0	-15.3
Cc1cc(OCCCn2ccnc2)cc(C)c1Cl	-9.9	5.2	-3.2	19.6	-1.5	1.4	i	-1.7	-3.4
SMILES	FAS-TE inh	SKN-1 inh	MT1-MMP act inh	CendR NRP1 mod	eLon inh	Rin1-Abl PPI inh	Neddylation inh	MsrA act	PABP1 MLLE inh
NC(=O)C1CCN(C(=O)CCNS(=O)(=O)c2cc(Br)cnc2N)CC1	-5.0	10.8	-0.1	-3.3	-11.6	-2.4	i	-2.2	-5.5
Cc1nnn(C23CC4CC(CC(C4)C2)C3)n1	-4.4	14.4	-5.2	-1.7	-3.3	0.7	i	-3.1	-0.2
COc1ccc(C(=O)Nc2nc3ccc(S(C)(=O)=O)cc3s2)cc1	-1.7	6.2	-7.3	-7.0	-8.9	-75.9	i	-1.4	4.3
COc1ccc(NC(=O)CN(C)CC(=O)c2[nH]c(C)c(C(C)=O)c2C)cc1	-4.8	5.4	-2.7	-2.3	-8.2	-1.4	i	-2.1	-3.3
Cc1sc(N)nc1-c1ccc2c(c1)OCCO2	-7.3	9.1	0.2	0.7	10.8	-9.7	i	-3.3	12.4
O=S(=O)(c1ccc2c(c1)OCCO2)N1CCc2ccccc21	19.1	2.5	-1.4	-6.2	-10.0	2.5	i	-2.0	8.0
CC(C)N(C(=S)Nc1cccc(C(F)(F)F)c1)C(C)c1ccccn1 (configuration not stated)	15.6	-6.7	4.5	4.7	0.9	1.4	i	-8.7	11.8
Cc1c(Cl)c(C(F)(F)F)nn1CC(=O)NN	-8.4	8.7	7.2	-3.6	-1.9	1.3	i	-0.8	7.2
CCC(C)NC(=O)c1ccc(CS(=O)(=O)c2ccc(OC)cc2)o1 (configuration not stated)	-3.0	1.7	-1.1	-6.5	-1.9	-1.8	i	-1.2	7.6
O=C(NCCNC(=O)c1ccccc1Br)c1cccnc1	-6.2	0.0	-1.5	0.8	11.8	3.0	i	-8.7	4.9
Cn1c(=O)cc(OCCCC(=O)Nc2ccccn2)c2ccccc21	-7.0	0.8	9.5	7.8	-3.0	2.2	i	-4.3	0.7
COc1cccc(NC(=O)COC(=O)Cc2ccc(Cl)cc2)c1	4.3	-1.0	3.7	-13.0	-5.0	0.1	i	-3.8	7.2
CCC(C)(C)n1nnnc1C(c1ccc2ncccc2c1)N1CCN2CCCC2C1 (configuration not stated)	-2.4	9.8	-5.3	-16.0	-5.4	0.5	i	-1.7	2.2
Cc1nn(C(=O)Cn2ccc([N+](=O)[O-])n2)c(C)c1Cl	-0.1	-10.7	-1.8	8.7	-5.2	-2.1	i	-4.5	4.6
COc1cc(NCCCn2cnc(C(=O)Nc3ccc(C)c(C)c3)n2)cc(OC)c1OC	-7.0	-0.1	1.6	0.6	-4.8	0.0	i	-0.7	17.8
CNc1cc([N+](=O)[O-])ccc1OCc1ccccc1	17.8	10.6	0.8	-1.9	5.0	-2.5	i	-3.2	0.2
COc1ccc(C(=O)NNC(=O)CSc2nnc(C3CC3)n2C)cc1	-3.2	5.2	-2.8	0.9	-2.5	-2.5	i	-1.8	9.9
CCOC(=O)N1CCC(N2Cc3cccc(C(=O)Nc4ccc(N(CC)CC)cc4C)c3C2=O)CC1	17.7	28.1	-11.3	4.2	-1.2	0.0	i	1.0	-19.1
COc1ccccc1OCC(=O)NCCSCc1ccc(Cl)cc1	8.3	12.1	-0.4	6.1	-16.8	-0.4	i	-6.8	-4.5
O=c1[nH][nH]c(C(F)(F)F)c1/C=N/N1CCOCC1	-9.6	2.8	0.0	-2.7	-10.1	3.7	i	-3.6	20.9
Cc1c(N2C(=O)/C(=C/c3cccc4ccccc34)SC2=S)c(=O)n(-c2ccccc2)n1C	24.0	2.9	5.6	9.0	-4.4	0.1	i	-6.0	22.4
COc1ccc(Cl)cc1NC(=O)CN(C)C(=O)CN1C(=O)NC2(CCCC2)C1=O	-2.4	0.6	-1.4	9.8	-5.1	3.0	i	-10.2	3.6
Cc1ccc(NC(=O)c2cc(N3C(=O)CCC3=O)ccc2N2CCOCC2)cc1	0.4	1.2	-1.0	-55.6	4.3	-4.4	i	-1.9	5.5
Cc1cccc(C(=O)Nc2nsc(N)n2)c1	-4.8	1.3	-2.5	8.0	0.0	3.4	i	-4.0	-0.9
COC(=O)c1c(NC(NC(=O)C(C)(C)C)C(Cl)(Cl)Cl)sc2c1CCC2 (configuration not stated)	21.3	-13.4	-54.9	-3.0	-3.0	4.8	i	1.2	-31.5
SMILES	FAS-TE inh	SKN-1 inh	MT1-MMP act inh	CendR NRP1 mod	eLon inh	Rin1-Abl PPI inh	Neddylation inh	MsrA act	PABP1 MLLE inh
COc1ccc(-c2csc(NC(=O)C3CCN(C(=O)c4ccc(F)cc4)CC3)n2)cc1OC	3.0	1.7	1.1	1.4	0.7	-2.2	i	-1.6	-1.2
CCN(CC)CCCn1c2c(c(SCC(=O)N3CCCc4ccccc43)nc1=O)CCC2	-6.9	8.6	-0.3	9.0	-6.2	-2.0	i	-1.4	10.8
Cc1nnc(NC(=O)CSc2nc3c(c(=O)n2CCc2ccccc2)SC(C)C3)s1 (configuration not stated)	-8.3	6.3	0.6	0.0	-10.6	-2.6	i	2.5	-13.5
Fc1ccc(CCn2c(Cn3c(-c4cnccn4)nc4ccccc43)nc3ccccc32)cc1	8.0	12.6	-0.6	-16.9	-6.4	nt	i	-1.3	nt
O=C(NCc1ccc(F)cc1)c1nc(-c2cccs2)no1	7.9	1.8	8.9	-8.1	5.5	-1.2	i	-3.0	-5.8
COc1ccc(OC)c(C(=O)CN2C(=O)C(=O)N(C3CCCC3)C2=O)c1	-0.7	18.6	-2.1	-2.9	10.0	-0.9	i	0.7	14.3
Cc1nnc2n1N=C(c1ccccc1)CS2	-6.7	-3.3	0.4	-2.6	-3.9	1.0	i	-0.9	14.7
COc1ccc(CN(C)C(=O)c2ccccc2Sc2ccccc2C#N)cc1OC	3.4	-9.1	-1.1	6.9	-6.1	1.0	i	-2.4	26.1
COCCOC(=O)/C(C#N)=C/c1cn(Cc2ccccc2)nc1-c1cccnc1	-3.1	3.0	1.3	-9.2	11.7	-3.5	i	-3.0	6.9

Compound profiles, as listed above:
COCCOC(=O)/C(C#N)=C/c1cn(Cc2ccccc2)nc1-c1cccnc1 is listed with FAS-TE inh: -3.1; SKN-1 inh: 3.0; MT1-MMP act inh: 1.3; CendR NRP1 mod: -9.2; eLon inh: 11.7; Rin1-Abl PPI inh: -3.5; Neddylation inh: i; MsrA act: -3.0; PABP1 MLLE inh: 6.9
Cc1nnc(NC(=O)CSc2nc3c(c(=O)n2CCc2ccccc2)SC(C)C3)s1 (configuration not stated) is listed with FAS-TE inh: -8.3; SKN-1 inh: 6.3; MT1-MMP act inh: 0.6; CendR NRP1 mod: 0.0; eLon inh: -10.6; Rin1-Abl PPI inh: -2.6; Neddylation inh: i; MsrA act: 2.5; PABP1 MLLE inh: -13.5
